Vif-APOBEC3F blk = Vif-A3F binding inhibition | HeLa A3F-eYFP + Vif (tagged APOBEC3F with the HIV-1 protein that degrades it), YFP fluorescence increase | Potency, µM (doses to about 46.1 µM), inactives show at the highest dose activity, negative = active | 390,000 tested, 0.2% active | AID 602313; further: potency means the concentration at half of the fitted maximal effect; % of control where 0% means no effect; nearly all actives have a fitted effect of over 65% in size
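Fluorescence increase (Ex 488/Em 500-530) after overnight compound treatment at 37 deg C flags inhibition of Vif-driven A3F-eYFP loss in stable HeLa A3F-eYFP/Vif cells seeded overnight beforehand.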
Vif-APOBEC3G blk = Vif-A3G binding inhibition; 410,000 tested, 0.076% active; Q9HC16; HeLa A3G-eYFP + Vif (tagged APOBEC3G with the HIV-1 protein that degrades it), YFP fluorescence, overnight; Potency, µM (doses to about 46.1 µM), for inactives: top-dose activity, negative = active, most hits filed as inhibitors;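 further: potency means the concentration at half of the fitted maximal effect; on the % scale 0 is the no-effect control and ±100 the full control effect; nearly all actives have a fitted effect of over 60% in size; hits raise eYFP signal because A3G escapes Vif-driven loss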
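Read-out is eYFP fluorescence (Ex 488/Em 500-530) from Vif-expressing HeLa A3G-eYFP cells; more signal means A3G escaped Vif-mediated degradation. Cells plated overnight, compound pinned in, incubated overnight at 37 deg C.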
D1 agonist = agonists of human D1 dopamine receptor; P21728; HEK293 T-REx D1 cells, calcium flux, agonist mode; activation, % at 2 µM; 360,000 tested, 1% active; in the data active means activation above about 30%; further: 0% is about no effect
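Tetracycline-induced HEK293 TREx D1 cells, force-coupled to calcium signalling, were dye-loaded with a no-wash calcium kit. Compound was pin-added after a 10 s baseline. Fluorescence was read kinetically at 1 cycle/s for 180 s, with calcium rises flagged as agonism.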
RXFP1 agonist = agonists of human relaxin receptor RXFP1; Q9HBX9; HEK293T-RXFP1 cAMP TR-FRET, 30 min; response scale: percent of porcine relaxin response, buffer zero; Potency, µM (top dose mostly 57.5 µM), inactives show at the highest dose activation, most hits filed as activators; 370,000 tested, 0.3% active; further: potency means the concentration at half of the fitted maximal effect; on the % scale 0 is the no-effect control and ±100 the full control effect; nearly all actives have a fitted effect of over 60% in size; many of its hits are not listed in these tables
Target sequence (Q9HBX9 whole entry, looked up): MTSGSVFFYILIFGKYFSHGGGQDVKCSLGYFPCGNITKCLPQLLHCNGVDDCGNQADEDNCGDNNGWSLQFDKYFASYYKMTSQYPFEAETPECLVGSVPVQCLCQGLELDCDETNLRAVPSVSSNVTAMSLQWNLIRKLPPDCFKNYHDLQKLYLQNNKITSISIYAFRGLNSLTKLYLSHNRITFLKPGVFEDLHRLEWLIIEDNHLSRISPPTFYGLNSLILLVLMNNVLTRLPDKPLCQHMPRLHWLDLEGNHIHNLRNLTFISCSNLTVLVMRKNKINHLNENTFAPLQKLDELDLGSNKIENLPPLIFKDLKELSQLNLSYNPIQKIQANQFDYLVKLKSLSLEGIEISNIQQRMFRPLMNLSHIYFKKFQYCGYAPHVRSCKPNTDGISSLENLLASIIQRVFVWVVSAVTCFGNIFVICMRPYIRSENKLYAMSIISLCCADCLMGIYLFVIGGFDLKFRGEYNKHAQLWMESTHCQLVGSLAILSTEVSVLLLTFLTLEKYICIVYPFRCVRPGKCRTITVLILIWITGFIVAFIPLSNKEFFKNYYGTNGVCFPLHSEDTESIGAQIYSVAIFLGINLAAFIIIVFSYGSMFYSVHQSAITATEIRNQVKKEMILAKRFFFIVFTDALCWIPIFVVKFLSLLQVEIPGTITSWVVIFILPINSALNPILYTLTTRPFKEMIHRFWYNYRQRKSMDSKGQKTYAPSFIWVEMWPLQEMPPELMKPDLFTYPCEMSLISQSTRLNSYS
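HEK293T cells stably expressing RXFP1 were pretreated with the PDE4 inhibitor Ro 20174, exposed to compounds for 30 min at 37C, lysed, and cAMP was read by TR-FRET. Data normalized to buffer (basal) and 29 nM porcine relaxin (100%).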
Glioma ERSR ind = ER stress response induction in glioma. U87-MG GRP78 promoter luciferase reporter, 16 h. Potency, µM, for inactives: at the highest dose activation, most hits filed as activators. 420,000 tested, 0.02% active; further: potency means the concentration at half of the fitted maximal effect; series mostly up to about 76 µM; % of control where 0% means no effect; nearly all actives have a fitted effect of over 35% in size
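Stably transfected U87-MG glioma cells carrying a GRP78-based luciferase sensor; 16 h compound incubation. Luminescence end-point read 10 min after Bright-Glo addition at room temperature.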
D2 potentiator = D2 dopamine receptor (human) potentiation. P14416. potentiation, % at 10 µM. AID 485347. 340,000 tested, 0.34% active. HEK293 T-REx D2, calcium flux, EC20 dopamine potentiation;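 active means potentiation over 3 SD above the plate norm, cut at about 30% in these data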; further: 0% is about no effect
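Tetracycline-induced HEK293 T-REx cells force-coupled to calcium signalling expressed D2; compounds were pin-added after a 10 s baseline, read kinetically 180 s, then an EC20 dopamine challenge followed with a further 180 s calcium read.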
D1 PAM = potentiators of human D1 dopamine receptor | P21728 | HEK293 TREx D1 cells, calcium flux, dopamine EC20 potentiation | potentiation, % at 10 µM | 360,000 tested, 0.036% active | AID 504651; in the data active means potentiation above about 30%; further: 0% is about no effect
D1 antag = antagonists of human D1 dopamine receptor; HEK293 TREx D1 cells, calcium flux, dopamine EC80; active compounds read low; activity change, negative = inhibition, % at 10 µM; 360,000 tested, 3.2% active; AID 504652; in the data active means activity change below about -30%; further: on the % scale 0 is the no-effect control and ±100 the full control effect
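After overnight tetracycline induction at 30 C, force-coupled D1 HEK293 cells took up a no-wash calcium dye at room temperature. Compounds were added and monitored 180 s, and the response to EC80 dopamine was then recorded.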
LDHA block = LDHA (human) enzyme inhibition; activity change, % (values are at about 110 or 230 µM); purified LDHA, NADH/diaphorase-resazurin fluorescence; active compounds read low; P00338; 480,000 tested, 0.15% active; in the data active means activity change below about -30%;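 further: plate controls were DMSO wells for no effect and wells without enzyme for full effect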
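Remaining NADH was detected by diaphorase (0.133 mg/mL) converting 37 µM resazurin to fluorescent resorufin, read at 0 and 20 minutes. The preceding 5-minute room-temperature reaction used 2 nM LDHA, 0.2 mM sodium pyruvate and 0.06 mM NADH at pH 7.4.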
Numbers without * were called inactive; nt = no result given; & = joins results of further samples. Unless noted, the call rests on the fitted dose curve; in most records, active means well fitted curve in the direction sought with a large enough effect; inconclusive means small, poorly fitted or top-dose-only effect, or another doubt; inactive means no such curve, though single readings can be large; an effect the other way counts as inactive or inconclusive.

# | Structure | Vif-APOBEC3F blk | Vif-APOBEC3G blk | D1 agonist | RXFP1 agonist | Glioma ERSR ind
1 | CC1=CC(=O)C(C(C)C)=C/C1=C(\c1cc(C(C)C)c(OP(=O)(O)O)cc1C)c1ccccc1C(=O)O | 11% | 0% | 1 | 1.8% | -13%
2 | C=CCn1c(Sc2ccccc2)nc2c1c(=O)[nH]c(=O)n2C | -2% | -7% | -1 | 2.5% | -7%
3 | O=C(CCC(=O)NC1CC1)Nc1nnc(C2CCCCC2)s1 | nt | 0% | 2 | 2.2% | -5%
4 | CCOC(=O)CSc1nc2cc(C)cc(C)c2cc1C#N | 5% | -11% | 28 | 2.2% | 6%
5 | S=C(NCc1ccco1)N1CCC(c2nc3ccccc3o2)CC1 | -1% | 2% | 8 | -1.6% | -1%
6 | O=C(Nc1cccnc1)c1cc(S(=O)(=O)N2CCOCC2)ccc1Br | -5% | 1% | 4 | 3.1% | -5%
7 | O=C(NC1CC1)c1ccc(S(=O)(=O)NCC2CCCCC2)cc1 | 0% | 0% | 8 | -4.2% | -4%
8 | CCCCN(CC)CCNC(=O)CNC(=O)Cn1ccc2ccccc2c1=O | -20% | 0% | 2 | -1.4% | -1%
9 | COc1cccc(C(=O)NCc2nnc(SCC(=O)Nc3nccs3)n2-c2ccccc2)c1 | 7% | -1% | 0 | 0.5% | -1%
10 | CCOC(=O)c1sc(NC(=O)C(CC)Sc2nnc3c4ccccc4n(CC)c3n2)nc1C (configuration not stated) | 2% | 0% | 10 | 1.2% | -4%

# | D2 potentiator | D1 PAM | D1 antag | LDHA block
1 | -9 | -2 | -13 | -2
2 | 1 | -5 | -2 | -1
3 | -11 | 2 | 0 | 2
4 | 9 | -8 | 2 | 1
5 | -3 | -9 | -20 | -5
6 | 8 | 0 | -14 | -7
7 | 5 | -2 | -5 | -5
8 | nt | -10 | -4 | -8
9 | -11 | -1 | -10 | 0
10 | -4 | -7 | 2 | -3

The list continues:
# | Structure | Vif-APOBEC3F blk | Vif-APOBEC3G blk | D1 agonist | RXFP1 agonist | Glioma ERSR ind
11 | COc1ccc(-c2cc(C(=O)N3CCN(S(=O)(=O)c4ccc(C)cc4)CC3)[nH]n2)cc1 | 4% | 1% | 5 | 1.3% | 0%
12 | O=C(Nc1ccccc1F)Nc1ccc([N+](=O)[O-])cc1Cl | -9% | 2% | 1 | -1.2% | 4%
13 | COc1ccc(NC(=O)CSc2nnc3n2CCCCC3)cc1OC | -7% | -1% | nt | nt | -1%
14 | CCOc1ccc(N2C(=O)CC(N3CCN(c4ccc([N+](=O)[O-])cc4)CC3)C2=O)cc1 (configuration not stated) | 3% | 0% | 4 | 3.1% | 14%
15 | NC(=O)C1CCN(CC(=O)Nc2cccnc2Cl)CC1 | 8% | 1% | 1 | 16% | -4%
16 | COc1ccc(CN(C)C(=O)C2CCN(C(=O)Nc3ccccc3)CC2)cc1OC | 2% | 1% | 2 | 1.3% | -4%
17 | CCc1ccc(OCC(=O)NNCC(=O)Nc2ccc(OC)cc2)cc1 | 1% | 1% | 0 | -0.8% | -3%
18 | O=C(O)c1cccc(NC(=S)N/N=C/c2ccccc2OCc2cccc(Br)c2)c1 | 5% | -22% | 3 | 0.9% | 5%
19 | CSc1ccc(Cl)c(C(=O)N2CCOc3ccccc32)c1 | -10% | 2% | 4 | 0.4% | -5%
20 | O=C(c1c[nH]c2ccccc12)C(Cl)c1ccccc1 (configuration not stated) | 1% | -6% | 18 | -1.8% | -3%

# | D2 potentiator | D1 PAM | D1 antag | LDHA block
11 | 9 | -4 | 1 | -6
12 | 7 | -8 | -18 | -2
13 | nt | nt | nt | 0
14 | 4 | -3 | 5 | -13
15 | 1 | -2 | -7 | -8
16 | -3 | nt | 2 | -7
17 | 5 | 2 | -2 | -5
18 | nt | -10 | -3 | -9
19 | -5 | -1 | 1 | -1
20 | -4 | -1 | -39* | -1

An excerpt of these results, as a markdown table.
| # | compound | Vif-APOBEC3F blk | Vif-APOBEC3G blk | D1 agonist | RXFP1 agonist | Glioma ERSR ind | D2 potentiator | D1 PAM | D1 antag | LDHA block |
| --- | --- | --- | --- | --- | --- | --- | --- | --- | --- | --- |
| 14 | CCOc1ccc(N2C(=O)CC(N3CCN(c4ccc([N+](=O)[O-])cc4)CC3)C2=O)cc1 (configuration not stated) | 3% | 0% | 4 | 3.1% | 14% | 4 | -3 | 5 | -13 |
| 17 | CCc1ccc(OCC(=O)NNCC(=O)Nc2ccc(OC)cc2)cc1 | 1% | 1% | 0 | -0.8% | -3% | 5 | 2 | -2 | -5 |

More structures follow.
# | Structure | Vif-APOBEC3F blk | Vif-APOBEC3G blk | D1 agonist | RXFP1 agonist | Glioma ERSR ind
21 | CCc1ccc(NC(=O)C2(c3cccs3)CCOCC2)cc1 | -2% | 3% | -3 | 0.8% | -2%
22 | CN(C)/C=C1\N=C(c2cccs2)OC1=O | -16% | -4% | 1 | -1.1% | 0%
23 | Cn1nc(C(F)(F)F)c(-c2ccc(Br)cc2)c1NC(=O)C1CCC1C(=O)O (configuration not stated) | -28% | -10% | 2 | 0.5% | -6%
24 | CC1CC(C)(C)NC(=S)N1CC(=O)NCc1ccc(Cl)cc1 (configuration not stated) | 7% | -3% | 0 | 1.2% | -5%
25 | CC(=O)N(Cc1ccc(Br)cc1)c1ccccc1C(=O)O | -7% | 1% | 0 | -2.0% | -5%
26 | CC(CN1C(C)CCCC1C)OC(=O)c1ccc(Cl)cc1Cl (configuration not stated) | 6% | 2% | 1 | 1.9% | -4%
27 | O=S(Cc1ccc(Cl)cc1)c1ncc(CO)n1Cc1ccccc1 (configuration not stated) | -12% | 3% | 3 | 4.1% | -2%
28 | O=C(NCc1csc(-c2cccs2)n1)c1ccsc1 | -4% | -14% | 2 | -1.3% | 0%
29 | Cc1ccc(CN2CCN(c3ccccc3Cl)CC2)o1 | 14% | 1% | nt | nt | -3%
30 | Clc1ccccc1Cn1nnc2c(Nc3ccccc3)ncnc21 | -2% | -1% | 9 | 1.2% | 0%

# | D2 potentiator | D1 PAM | D1 antag | LDHA block
21 | 18 | 0 | nt | -5
22 | -4 | 2 | -4 | -3
23 | -1 | 3 | 5 | -4
24 | -3 | -1 | 12 | -6
25 | 9 | 0 | 3 | -9
26 | -8 | -2 | 5 | -5
27 | 0 | -3 | 1 | -1
28 | -4 | -1 | -10 | -4
29 | nt | nt | nt | -16
30 | 5 | 0 | -4 | -2

Carrying on:
# | Structure | Vif-APOBEC3F blk | Vif-APOBEC3G blk | D1 agonist | RXFP1 agonist | Glioma ERSR ind
31 | Cc1cc(NC(=O)C2CC=CCC2C(=O)O)no1 (configuration not stated) | -2% | -1% | -1 | 1.2% | -3%
32 | COc1ccccc1NC(=O)CSc1ccc(-c2cccs2)nn1 | 0% | -4% | 2 | 6.7% | -2%
33 | Brc1ccc(-c2nnc(SCCC3OCCCO3)o2)cc1 | 2% | 6% | 3 | 2.2% | 5%
34 | CCCC(c1nnnn1C(C)(C)CC)N1CCN(C2CCCC2)CC1 (configuration not stated) | 3% | 1% | 3 | 2.2% | -5%
35 | CC(NC(=O)C1CCN(C(=O)Nc2ccccc2)CC1)c1ccccc1 (configuration not stated) | 2% | 1% | 2 | -1.3% | 0%
36 | CSc1ncccc1C(=O)Nc1ccccc1N1CCOCC1 | -14% | 0% | nt | nt | -3%
37 | Cc1occc1C(=O)Nc1cc(C(F)(F)F)ccc1Cl | 2% | -10% | 4 | 1.0% | -2%
38 | CC(C)(C)OC(=O)C[C@@H]1C/C=C\C[C@@H](CC(=O)N(CCO)Cc2ccccc2)C(=O)N[C@H](Cc2c[nH]c3ccccc23)COC1=O | 2% | -8% | nt | nt | -2%
39 | CCCCn1nc(C(=O)N(C)CC(=O)Nc2ccc(F)c(F)c2F)ccc1=O | 6% | -2% | nt | nt | -3%
40 | CCOC(=O)N1CCN(C(=O)c2cccc(S(=O)(=O)Nc3ccc(Br)cc3)c2)CC1 | 5% | -4% | 4 | 1.5% | 2%
41 | O=C(OCc1cccc([N+](=O)[O-])c1)c1cnccn1 | -5% | 2% | 3 | 22µM* | -2%
42 | O=C(N/N=C/c1cccnc1)c1cc(Br)ccc1O | -7% | 1% | 3 | 3.5% | -1%
43 | O=C(Nc1nnc(S(=O)(=O)N2CCCCCC2)s1)c1ccc(Cl)cc1 | -2%&-11% | 2%&3% | 8&8 | 4.7%&-3.3% | 2%&0%

# | D2 potentiator | D1 PAM | D1 antag | LDHA block
31 | 0 | -2 | 6 | 1
32 | -3 | -7 | -26 | 2
33 | 3 | 1 | -12 | -14
34 | -12 | -8 | -1 | -8
35 | -2 | 5 | 2 | -5
36 | nt | nt | nt | -8
37 | -4 | 9 | 7 | -10
38 | nt | nt | nt | -1
39 | nt | nt | nt | 0
40 | 19 | 0 | -2 | -7
41 | -7 | 7 | -8 | -5
42 | -3 | -2 | -10 | -2
43 | 0&-13 | 8&-3 | 4&1 | -4&-7

Laid out differently: entries from further up.
nr | canonical_smiles | Vif-APOBEC3F blk | Vif-APOBEC3G blk | D1 agonist | RXFP1 agonist | Glioma ERSR ind | D2 potentiator | D1 PAM | D1 antag | LDHA block
38 | CC(C)(C)OC(=O)C[C@@H]1C/C=C\C[C@@H](CC(=O)N(CCO)Cc2ccccc2)C(=O)N[C@H](Cc2c[nH]c3ccccc23)COC1=O | 2% | -8% | nt | nt | -2% | nt | nt | nt | -1
39 | CCCCn1nc(C(=O)N(C)CC(=O)Nc2ccc(F)c(F)c2F)ccc1=O | 6% | -2% | nt | nt | -3% | nt | nt | nt | 0
40 | CCOC(=O)N1CCN(C(=O)c2cccc(S(=O)(=O)Nc3ccc(Br)cc3)c2)CC1 | 5% | -4% | 4 | 1.5% | 2% | 19 | 0 | -2 | -7
41 | O=C(OCc1cccc([N+](=O)[O-])c1)c1cnccn1 | -5% | 2% | 3 | 22µM* | -2% | -7 | 7 | -8 | -5
42 | O=C(N/N=C/c1cccnc1)c1cc(Br)ccc1O | -7% | 1% | 3 | 3.5% | -1% | -3 | -2 | -10 | -2

The list is partial. The share of hits here may be higher or lower than overall.
